LGR2 inh: inhibitors of bursicon-induced Drosophila LGR2 receptor cAMP signaling; inhibition, % at 9.99 µM; 380,000 tested, 0.35% active; HEK293 LGR2, CRE-luciferase, bursicon-stimulated, 4 h; AID 720647;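 active = drop in luminescence signal, shown as inhibition above about 50% in the replicate tests, limit read from the data, passing the limit was not always enough; inconclusive = probably only some replicates passing the limit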;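 note: agonist challenge used bursicon conditioned medium at about half maximal strength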
ERAP1 inh: ERAP1 (human) enzyme inhibition | Q9NZ08 | recombinant ERAP1, Leu-AMC fluorescence, 60 min | inhibition, % at 10.7 µM | 340,000 tested, 0.15% active;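 active = mean replicate inhibition of at least 30%, or all replicates individually reaching that 30% level; inactive = mean below 30% and not every replicate reaching it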;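 note: 0% = neutral control wells and 100% = L-leucinethiol positive control wells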
Target sequence (Q9NZ08 whole entry, looked up): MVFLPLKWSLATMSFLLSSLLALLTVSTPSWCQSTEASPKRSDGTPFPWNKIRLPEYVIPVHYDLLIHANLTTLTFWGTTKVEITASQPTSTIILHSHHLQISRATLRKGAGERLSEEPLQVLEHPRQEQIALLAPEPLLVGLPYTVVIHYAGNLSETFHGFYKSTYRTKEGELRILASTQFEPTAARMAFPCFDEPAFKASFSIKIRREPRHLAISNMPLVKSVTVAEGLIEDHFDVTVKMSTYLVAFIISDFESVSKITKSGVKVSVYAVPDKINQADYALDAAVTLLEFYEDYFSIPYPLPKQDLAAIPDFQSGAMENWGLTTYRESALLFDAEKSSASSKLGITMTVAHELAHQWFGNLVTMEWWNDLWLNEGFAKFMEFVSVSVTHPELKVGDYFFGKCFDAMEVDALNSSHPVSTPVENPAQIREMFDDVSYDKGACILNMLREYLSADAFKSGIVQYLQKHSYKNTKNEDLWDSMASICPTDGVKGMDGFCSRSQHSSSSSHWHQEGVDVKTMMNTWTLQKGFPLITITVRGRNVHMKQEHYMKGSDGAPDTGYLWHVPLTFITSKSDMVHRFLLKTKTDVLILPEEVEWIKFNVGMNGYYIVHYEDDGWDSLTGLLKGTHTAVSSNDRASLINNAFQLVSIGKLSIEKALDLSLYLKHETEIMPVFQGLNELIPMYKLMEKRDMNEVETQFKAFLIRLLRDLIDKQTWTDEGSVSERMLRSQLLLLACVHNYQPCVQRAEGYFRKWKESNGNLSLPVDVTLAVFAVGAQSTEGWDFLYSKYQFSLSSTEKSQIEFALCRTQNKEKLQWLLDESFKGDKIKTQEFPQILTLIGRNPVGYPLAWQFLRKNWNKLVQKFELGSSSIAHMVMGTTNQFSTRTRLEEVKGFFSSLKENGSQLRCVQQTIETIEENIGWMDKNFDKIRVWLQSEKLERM
S100A4 MyoIIA: inhibitors of human S100A4 binding to myosin IIA peptide; P26447; S100A4/TAMRA-MyoIIA peptide fluorescence polarization; inhibition, % at 10.7 µM; 360,000 tested, 0.14% active; AID 652163;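 active = mean inhibition of at least 70% across replicates, with every replicate also reaching that level; inconclusive = mean inhibition reaches 70% but some replicates fall short; inactive = mean inhibition below 70%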
Target sequence (P26447 whole entry, looked up): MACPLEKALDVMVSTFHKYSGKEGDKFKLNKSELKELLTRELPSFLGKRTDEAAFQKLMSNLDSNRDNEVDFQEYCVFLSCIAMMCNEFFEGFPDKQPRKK
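Compound dosing: one dose per compound; test system: human S100A4 monomer with TAMRA-labelled myosin IIA peptide; probe or stimulus: TAMRA-labelled myosin IIA heavy-chain peptide probe, 5 nM; medium: HEPES buffer with Ca2+, pH 7.2; schedule: 5 min incubation before reading; benchmarks: neutral control DMSO, positive control TFP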
XiGFP reactiv: activators of X-chromosome reactivation in mouse fibroblasts | activation, % at 7.58 µM | 360,000 tested, 0.055% active | XiGFP mouse fibroblasts, % GFP-positive cells imaging, 3 d; cells co-treated with 5-aza-dC sensitizer; scaled so ellipticine positive control = 100%;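 active = mean normalized replicate activation at least 10% and every replicate at or above 10%; inconclusive = only one of the two criteria met; inactive = mean below 10% and not all replicates reach 10%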;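 note: 0% = median of on-plate neutral control wells and 100% = ellipticine 6 µM median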
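System: 68-5-11 XiGFP fibroblast line; Timing: 3 days compound exposure; Compound dosing: one concentration, pinned; Benchmarks: positive control ellipticine, 6 µM final; Buffer or medium: DMEM containing 5-aza-dC.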
PGC1a acetyl inh: modulators of PGC1a acetylation; U2OS PGC1a acetylation, AlphaScreen anti-acetyl-lysine; with virally co-expressed GCN5 acetyltransferase; inhibition, % at 15.6 µM; 350,000 tested, 0.17% active; AID 651687;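 active = every replicate shows inhibition of at least 40%; inconclusive = mean inhibition at least 40% but some replicate below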;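 note: 0% = neutral control wells and 100% = positive control wells; some results beyond the cut were filed as inactive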
Cneo AK release: causes C. neoformans cell lysis; lysis activity, % at 15 µM; 360,000 tested, 0.2% active; AID 651654; adenylate kinase release luminescence, 4 h; normalised: neutral wells 0, clomiphene wells 100;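 active = mean lysis activity across replicates of at least 80%, whatever share of replicates individually reach that level; inactive = mean lysis activity below 80%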
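Assay system: C. neoformans cells. Amount: yeast cell density of 5 × 10^6 cells/mL. Technique: AK luminescence. Buffer or medium: YPD. Times: static 4 h at 37 °C with compound, 1 h detection. Dosing: single-point compound dose. Read-out: lysis from increased AK signal.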
C2C12 statin: suppressors of simvastatin-induced myotoxicity in C2C12 myotubes. ATP luminescence, 48 h; scaled: DMSO 0, geranylgeraniol control 100. rescue of ATP level, % at 7.49 µM. 330,000 tested, 0.78% active. AID 602340;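 active = mean ATP rescue above about 67%, or every replicate alone reaching that limit, limit read from the data, passing the limit was not always enough; inconclusive = no clear call, values can overlap the other calls; inactive = mean under the limit and some replicate under it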;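 note: myotubes were challenged with 10 µM simvastatin during compound exposure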
SIRT5 block: sirtuin-5 (human) deacylase inhibition. Q9NXA8. Purified SirT5, succinyl-peptide AMC, trypsin-coupled fluorescence. inhibition, % at 15 µM. 330,000 tested, 1.1% active. AID 652115; in the data active = inhibition above about 15%; inconclusive = no clear call, values can overlap the other calls
* hit, by the source's call; ? = inconclusive; · = not tested or not shown; & = joins results of further samples. This is a subset. The share of hits here may be higher or lower than overall.

SMILES	LGR2 inh	ERAP1 inh	S100A4 MyoIIA	XiGFP reactiv	PGC1a acetyl inh	Cneo AK release	C2C12 statin	SIRT5 block
COc1ccc(O)c(C(=O)c2cc(SCC(=O)O)c3nc4sc5c(c4c(=O)n3c2)CCCC5)c1	-31.3	1.8	-2.5	0.0	-0.7	·	·	6.1
COc1ccc(S(=O)(=O)N(C)C[C@H]2OCCCC[C@H](C)Oc3ccc(NC(=O)c4ccccc4)cc3C(=O)N([C@@H](C)CO)C[C@H]2C)cc1	0.8	-1.9	4.1	-1.2	-15.2	-4.6	·	7.3
O=C(C[C@@H]1C=C[C@@H](NS(=O)(=O)c2ccc(F)cc2)[C@@H](CO)O1)NCc1ccc(Cl)c(Cl)c1	21.5	0.2	2.6	-0.2	-2.5	3.6	8.6	2.9
O=C1c2ccccc2[C@@H]2C[C@@H](O)[C@H](Nc3cccc(Cl)n3)CCN12	-12.5	·	6.7	0.0	0.2	-0.8	11.6	-2.1
O=[N+]([O-])c1ccc(S(=O)(=O)NCCS(=O)(=O)N2CCN(c3ccccc3)CC2)cc1	-3.5	-3.7	0.8	-0.1	·	3.5	17.4	-2.4
COc1ccccc1OCC(=O)N(Cc1nc(-c2ccc(Cl)cc2)no1)C(C)C	14.9	3.9	-7.0	0.1	-11.4	-0.7	·	3.1
COc1cc2sc3cc(NCCCN4CCOCC4)ccc3c(=O)c2cc1OC	-0.3	·	-8.9	-0.3	·	1.1	6.3	·
O=C(CCS(=O)(=O)c1ccccc1F)Nc1ccc(N2CCN(Cc3ccccc3)CC2)cc1	7.2	0.5	-1.6	0.0	-0.4	·	3.9	-4.1
COc1cccc(CNC(=O)c2ccccc2SCC(=O)N2CCCC2)c1	17.8	2.5	-2.5	0.0	-7.2	5.4	-9.9	3.0
CC(C)C[C@@H]1NC(=O)[C@@H]2CSCCS(=O)(=O)N2C1=O	-12.3	·	-3.2	0.2	·	·	·	-6.6
CC(=O)OCCCn1c(C)[n+](C)c2cc(Cl)c(Cl)cc21	20.8	3.6	-3.2	0.0	·	·	0.6	-5.1
Nc1cc2c(cc1O)CCCC2	·	2.8	-1.6	0.0	3.4	-2.5	-0.5	-3.6

Some of the entries so far, with each value named:
compound: COc1cccc(CNC(=O)c2ccccc2SCC(=O)N2CCCC2)c1
  LGR2 inh = 17.8
  ERAP1 inh = 2.5
  S100A4 MyoIIA = -2.5
  XiGFP reactiv = 0.0
  PGC1a acetyl inh = -7.2
  Cneo AK release = 5.4
  C2C12 statin = -9.9
  SIRT5 block = 3.0

compound: CC(C)C[C@@H]1NC(=O)[C@@H]2CSCCS(=O)(=O)N2C1=O
  LGR2 inh = -12.3
  ERAP1 inh = ·
  S100A4 MyoIIA = -3.2
  XiGFP reactiv = 0.2
  PGC1a acetyl inh = ·
  Cneo AK release = ·
  C2C12 statin = ·
  SIRT5 block = -6.6

compound: CC(=O)OCCCn1c(C)[n+](C)c2cc(Cl)c(Cl)cc21
  LGR2 inh = 20.8
  ERAP1 inh = 3.6
  S100A4 MyoIIA = -3.2
  XiGFP reactiv = 0.0
  PGC1a acetyl inh = ·
  Cneo AK release = ·
  C2C12 statin = 0.6
  SIRT5 block = -5.1

(next part)
SMILES	LGR2 inh	ERAP1 inh	S100A4 MyoIIA	XiGFP reactiv	PGC1a acetyl inh	Cneo AK release	C2C12 statin	SIRT5 block
CN(C(=O)Cn1cnc2ccccc2c1=O)C1CCS(=O)(=O)C1 (centres undefined)	8.4	-3.0	0.5	-0.1	·	·	·	-1.5
CCCCC1C(=O)N(c2ccccc2)N(c2ccc(O)cc2)C1=O (centres undefined)	·	-2.6	-2.7	2.7	-52.0	0.0	-130.1	1.5
CCOc1ccc(OCc2cccc(C(=O)N3CCCCCC3)c2)cc1	45.6	9.4	-17.8	0.0	·	·	·	-3.4
COC(=O)c1c(C)[nH]c(C(=O)C(C)OC(=O)C2CC2)c1C (centres undefined)	-4.2	2.0	0.6	-0.1	-4.7	4.5	24.8	-4.0
O=C(Cn1nnc(-c2ccccc2F)n1)Nc1ccc2c(c1)OCO2	4.4	4.6	-0.7	·	·	·	·	0.7
C=CCOc1ccccc1/C=N/NC(=O)Cc1ccc(C)cc1	7.1	-1.1	-4.9	0.1	5.4	0.6	4.3	-0.5
COc1ccc(CN2C(=O)c3c(c(C)n(C)c3C)C2C(=O)NC2CCC(C)CC2)cc1 (centres undefined)	22.0	12.9	-0.5	0.2	5.1	1.5	11.5	-11.1
C[C@H]1CN([C@@H](C)CO)C(=O)Cc2cc(NC(=O)c3ccncc3)ccc2O[C@@H]1CN(C)C(=O)Nc1cccc2ccccc12	-7.4	-3.0	4.3	0.0	0.4	-2.2	?	-2.1
C=CCN=C1NC(c2cccc(F)c2)C(C(=O)OC)=C(C)N1Cc1ccccc1C(F)(F)F (centres undefined)	6.5	3.7	-18.5	0.3	·	·	·	-0.5
CCC(=O)N1[C@@H]2c3ccc(-c4ccccc4F)c(=O)n3C[C@@H]2[C@@H](CO)[C@@H]1C(=O)OC	-1.5	-1.8	3.0	0.3	-13.8	3.0	-4.1	-3.3
C[C@@H]1CN([C@H](C)CO)C(=O)CCCn2cc(nn2)CO[C@H]1CN(C)S(=O)(=O)c1cccc(C#N)c1	15.4	-2.5	6.4	0.0&0.4	-2.3	-0.1	7.1	-1.2
C=CCn1c(NCCO)nc2sc3c(c2c1=O)CCC3	-11.0	·	0.4	0.0	-12.9	-0.7	15.1	·
COc1ccccc1CC(NC(C)=O)C(=O)N1CCN(C(=O)Nc2ccccc2Cl)CC1 (centres undefined)	0.3	-0.6	-3.5	·	-12.9	-1.1	49.8	-2.1
COc1ccc(S(=O)(=O)Nc2ccc3c(c2)OCO3)cc1C	-4.1	·	·	·	2.9	1.8	32.6	·
CO[C@@H]1CN(C)C(=O)c2ccc(NC(=O)C3CCCCC3)cc2OC[C@@H](C)NC[C@@H]1C	3.3	-2.0	11.1	-0.1	·	-5.1	-3.6	-9.9
C[C@H](CO)N1C[C@H](C)[C@H](CN(C)C(=O)Nc2ccc(F)cc2)Oc2ccc(NS(=O)(=O)c3cn(C)cn3)cc2CC1=O	-16.1	0.5	-1.4	0.0	-3.0	-1.9	5.3	-4.8
CCN(CC)C(=O)c1ccc2c(=O)n(Cc3cccc(Br)c3)c(=S)[nH]c2c1	5.1	-3.1	4.0	0.1	·	·	·	14.5
O=[N+]([O-])c1ccc(C2NS(=O)(=O)N=C3CCCCCN32)cc1 (centres undefined)	12.1	0.1	-3.0	0.1	14.7	-2.9	5.0	-3.5
Cc1noc(C)c1S(=O)(=O)Nc1cccc2c1O[C@@H](CN(C)C(=O)Nc1ccc(F)cc1)[C@@H](C)CN([C@@H](C)CO)C2=O	-13.7	9.0	-25.7	0.0	-27.9	-6.9	-10.7	7.0
CCCCC(=O)NC1(C(F)(F)F)NC(=O)N(C)C1=O (centres undefined)	10.7	·	-1.6	0.0	12.6	·	10.0	-3.2
CCCCCC(=O)NNC(=S)NC(=O)c1ccc([N+](=O)[O-])cc1	-23.5	2.0	-4.8	-0.1	·	0.9	-0.4	-1.6
C[C@@H]1CN([C@H](C)CO)C(=O)c2cc(-c3cccnc3)cnc2O[C@@H]1CN(C)C(=O)C1CC1	-13.6	1.2	-11.6	-0.4	3.9	3.6	4.0	-5.4
Cc1ccc(-c2cnc3c(c2)C(=O)N([C@@H](C)CO)C[C@H](C)[C@@H](CN(C)CC2CCOCC2)O3)cc1	-26.2	1.8	-0.8	-0.3	6.3	-4.6	11.5	0.2
Cc1ccc2nc(SCC(=O)OCc3ccccc3)nc(=O)n2c1	-4.0	1.6	3.9	1.2	·	-0.1	-1.3	-2.6
CCCC(=O)Nc1ccc2c(c1)C(=O)N(C)C[C@@H](OC)[C@@H](C)CN(CCc1ccccc1)[C@H](C)CO2	-4.9	1.8	19.9	0.5	-3.4	1.8	11.1	-0.8
COc1ccc2c3c([nH]c2c1)[C@@H](CO)N(C(=O)Nc1cccc(F)c1)CC31CCN(S(=O)(=O)c2ccccc2)CC1	28.5	-0.1	2.6	0.1	·	·	·	4.3
COc1cccc(C(C(=O)NC2CCCCC2)N(C(=O)c2csnn2)C2CC2)c1 (centres undefined)	-9.0	-0.3	-3.8	1.1	0.1	0.5	·	-2.0
COc1ccc(-c2c(C(=O)O)c(-c3ccccc3)cn2C)cc1	-19.1	2.4	-0.9	0.0	6.5	-2.9	5.7	·
COc1cccc(CNC(=O)c2c(C)nn(-c3ccccc3)c2C)c1	-1.8	0.6	-1.8	0.4	-1.5	-1.5	-0.1	-5.2
CCOc1ccc2nc(N(CCN(CC)CC)C(=O)/C=C/c3cccs3)sc2c1	13.7	4.5	-3.6	0.1	-7.0	11.8	25.7	1.1
COCC(=O)Nc1ccc2c(c1)OC[C@H](C)N(C(=O)CC1CC1)C[C@H](C)[C@H](OC)CN(C)C2=O	-7.9	3.2	0.9	-0.1	7.6	0.1	2.0	-4.9
COC(=O)CC(NC(=O)Nc1ccccc1F)c1ccc2c(c1)OCO2 (centres undefined)	-19.4	0.1	1.0	0.3	-0.1	-0.7	31.1	-1.5
COc1ccc(C(=O)Nc2ccccc2C(=O)NC(Cc2ccc(O)cc2)C(=O)NNC(=O)c2ccncc2)cc1 (centres undefined)	-6.0	1.1	-3.1	0.0	-14.6	-9.1	9.1	0.4
Cn1ccsc1=NC(=O)c1ccc(=O)[nH]c1	9.6	33.6*	11.5	0.2	·	-2.0	12.8	2.1
CC1CCN(CC(O)COCCC23CC4CC(CC(C4)C2)C3)CC1 (centres undefined)	0.5	0.3	-0.1	·	-13.0	-1.7	-34.6	-12.4
c1ccc(Cc2nn3c(COc4ccccc4)nnc3s2)cc1	-9.6	·	·	·	2.0	1.3	4.8	·
CCc1nc(SCC(=O)NNC(=O)c2ccc(OC)cc2)c2ccccc2n1	21.4	-1.2	5.6	0.1	12.4	·	4.7	-2.4
O=C1CCCC(O)=C1N=Nc1ccc2ncsc2c1	-12.6	10.9	-8.3	-0.5	-1.1	-1.2	-1.5	4.8
O=c1c2ccccc2nc(-c2ccco2)n1/N=C/c1ccco1	-18.8	·	·	·	-2.8	-0.5	6.3	·
O=S(=O)(c1ccccc1F)N1[C@@H]2CNC[C@H]1C2c1ccc(-c2cncnc2)cc1 (some centres undefined)	-10.0	-0.3	-25.9	0.0	·	·	·	-2.7

Screening data deposited in PubChem BioAssay by Broad Institute.
